High-throughput results from PubChem.
D1 ag: Allosteric Agonists of the Human D1 Dopamine Receptor: qHTS | D(1A) dopamine receptor (Homo sapiens), P21728 | HEK293 T-REx D1 cells, calcium flux, agonist mode | activation, % at 2 µM | hit rate 1% among 360,000 | AID 504660, 2011; in the data active means activation above about 30%; further: 0% is about no effect
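Tetracycline-induced HEK293 TREx D1 cells, force-coupled to calcium signalling, were dye-loaded with a no-wash calcium kit. Compound was pin-added after a 10 s baseline. Fluorescence was read kinetically at 1 cycle/s for 180 s, with calcium rises flagged as agonism.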
RXFP1 antagonist: qHTS Assay for Antagonists of the Relaxin Receptor RXFP1. HEK293-RXFP1, relaxin-stimulated cAMP HTRF, 30 min; stronger effect = lower value. activity change, negative = inhibition, % at 57.5 µM. hit rate 0.59% among 350,000. AID 1259400, 2018;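 active means activity change of -60% or lower, but not beyond a set lower limit; inconclusive means change between -60% and -40%, or beyond the set limit; inactive means change above -40%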; further: on the % scale 0 is the no-effect control and ±100 the full control effect
Target sequence (Q9HBX9 whole entry, looked up): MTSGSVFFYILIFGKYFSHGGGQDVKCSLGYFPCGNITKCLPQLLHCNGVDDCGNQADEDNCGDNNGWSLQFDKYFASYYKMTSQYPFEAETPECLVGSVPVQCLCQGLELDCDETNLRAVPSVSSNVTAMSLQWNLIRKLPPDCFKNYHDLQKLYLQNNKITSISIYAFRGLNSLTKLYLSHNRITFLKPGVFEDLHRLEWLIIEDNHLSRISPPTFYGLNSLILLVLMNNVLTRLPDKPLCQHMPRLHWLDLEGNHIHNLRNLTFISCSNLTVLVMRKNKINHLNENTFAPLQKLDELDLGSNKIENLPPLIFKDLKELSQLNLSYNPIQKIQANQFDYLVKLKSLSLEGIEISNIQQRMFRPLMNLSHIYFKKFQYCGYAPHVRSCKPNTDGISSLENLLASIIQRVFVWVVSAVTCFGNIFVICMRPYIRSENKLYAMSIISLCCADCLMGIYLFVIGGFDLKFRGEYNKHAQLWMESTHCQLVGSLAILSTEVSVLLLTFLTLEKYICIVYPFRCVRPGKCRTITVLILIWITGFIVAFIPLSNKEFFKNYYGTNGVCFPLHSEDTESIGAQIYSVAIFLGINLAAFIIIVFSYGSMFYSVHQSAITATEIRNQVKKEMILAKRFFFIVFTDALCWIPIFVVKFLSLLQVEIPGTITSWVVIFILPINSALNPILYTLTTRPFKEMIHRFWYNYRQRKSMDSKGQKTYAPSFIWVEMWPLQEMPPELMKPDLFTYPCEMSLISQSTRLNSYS
D1 potentiator: Potentiators of Human D1 Dopamine Receptor: qHTS. hit rate 0.036% among 360,000. potentiation, % at 10 µM. HEK293 TREx D1 cells, calcium flux, dopamine EC20 potentiation. AID 504651, 2011; in the data active means potentiation above about 30%; further: 0% is about no effect
RXFP1 agonist: qHTS Assay for Agonists of the Relaxin Receptor RXFP1. Relaxin receptor 1 (Homo sapiens), Q9HBX9. HEK293T-RXFP1 cAMP TR-FRET, 30 min; response scale: percent of porcine relaxin response, buffer zero. Potency, µM (highest dose often 57.5 µM), inactives show top-dose activation, most hits filed as activators. hit rate 0.3% among 370,000; further: potency means the concentration at half of the fitted maximal effect; on the % scale 0 is the no-effect control and ±100 the full control effect; nearly all actives have a fitted effect of over 60% in size; many of its hits are not listed in these tables
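HEK293 cells stably expressing RXFP1, treated 30 min at 37C with compounds plus PDE4 inhibitor Ro 20174; cAMP measured by HTRF TR-FRET. Normalized to buffer and 29 nM porcine relaxin; EC50 by Hill fit.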
Vif-APOBEC3F blk: qHTS for Inhibitors of Vif-A3F Interactions: qHTS; HeLa A3F-eYFP + Vif (tagged APOBEC3F with the HIV-1 protein that degrades it), YFP fluorescence increase; Potency, µM (titrated, usually from 46.1 µM), for the others: at the top dose activity, negative = active; hit rate 0.2% among 390,000; further: potency means the concentration at half of the fitted maximal effect; % of control where 0% means no effect; nearly all actives have a fitted effect of over 65% in size
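HeLa cells stably expressing A3F-eYFP plus Vif, plated and incubated overnight at 37 deg C, then exposed to compounds overnight at 37 deg C. Blocked degradation read as raised yellow fluorescence (Ex 488/Em 500-530).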
GRP78 ERSR act: qHTS for Inducers of the Endoplasmic Reticulum Stress Response (ERSR) in Human Glioma: qHTS; U87-MG GRP78 promoter luciferase reporter, 16 h; Potency, µM, without a hit: at the top dose activation, usual class: activators; hit rate 0.02% among 420,000; AID 602332, 2012; further: potency means the concentration at half of the fitted maximal effect; series mostly up to about 76 µM; % of control where 0% means no effect; nearly all actives have a fitted effect of over 35% in size
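Stably transfected U87-MG human glioma cells carrying a GRP78-based luminescent sensor were seeded at 1000 cells/well, pin-dosed with compounds and incubated 16 h. Luciferase reagent was then added, and end-point luminescence was read after 10 min at room temperature.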
D1 antagonist: Antagonist of Human D 1 Dopamine Receptor: qHTS; HEK293 TREx D1 cells, calcium flux, dopamine EC80; stronger effect = lower value; activity change, negative = inhibition, % at 10 µM; hit rate 3.2% among 360,000; in the data active means activity change below about -30%; further: on the % scale 0 is the no-effect control and ±100 the full control effect
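Allosteric or orthosteric antagonism assessed as attenuation of the calcium response to EC80 dopamine, added 180 s after compound, in induced HEK293 Trex D1 cells loaded with no-wash calcium dye.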
D2 potentiator: HTS Assay for Positive Allosteric Modulators of the Human D2 Dopamine Receptor: Primary Screen for Potentiators; D(2) dopamine receptor (Homo sapiens), P14416; HEK293 T-REx D2, calcium flux, EC20 dopamine potentiation; potentiation, % at 10 µM; hit rate 0.34% among 340,000; AID 485347, 2010;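 active means potentiation over 3 SD above the plate norm, cut at about 30% in these data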; further: 0% is about no effect
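Cells plated with tetracycline inducer and held overnight at 30 C; calcium dye loaded 30–90 min at room temperature; baseline taken, compound added and read 180 s; EC20 dopamine then added and read 180 s.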
Vif-A3G inh: qHTS for Inhibitors of Vif-A3G Interactions: qHTS | DNA dC->dU-editing enzyme APOBEC-3G (Homo sapiens), Q9HC16 | Potency, µM (top dose mostly 46.1 µM), without a hit: at the top dose activity, negative = active, usual class: inhibitors | HeLa A3G-eYFP + Vif (tagged APOBEC3G with the HIV-1 protein that degrades it), YFP fluorescence, overnight | hit rate 0.076% among 410,000;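 further: potency means the concentration at half of the fitted maximal effect; on the % scale 0 is the no-effect control and ±100 the full control effect; nearly all actives have a fitted effect of over 60% in size; hits raise eYFP signal because A3G escapes Vif-driven loss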
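HeLa cells stably expressing Vif and C-terminally eYFP-tagged A3G, seeded overnight at 37 deg C, then exposed to compound by pintool overnight at 37 deg C. Rise in yellow fluorescence (Ex 488/Em 500-530, Acumen) marks blocked Vif-driven A3G degradation.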
* marks the source's active call; other numbers are inactive results; u = inconclusive; x = not tested or not shown. Unless noted, the call rests on the fitted dose curve; in most records, active means well fitted curve in the direction sought with a large enough effect; inconclusive means small, poorly fitted or top-dose-only effect, or another doubt; inactive means no such curve, though single readings can be large; an effect the other way counts as inactive or inconclusive. An excerpt (hit frequency here may not be typical).

SMILES	D1 ag	RXFP1 antagonist	D1 potentiator	RXFP1 agonist	Vif-APOBEC3F blk	GRP78 ERSR act	D1 antagonist	D2 potentiator	Vif-A3G inh
NC1=NC(=O)/C(=C/c2ccc(-c3ccc(S(N)(=O)=O)cc3)o2)S1	0	x	-7	-2.0%	0%	-3%	-3	-1	-28%
CCCC#CCN1CCN(C23CC4CC(CC(C4)C2)C3)CC1	0	4	-3	-0.7%	-2%	-4%	7	-15	1%
CN(Cc1ccccc1)S(=O)(=O)c1ccc(NC(=S)NC(=O)C2CCCC2)cc1	2	-19	-6	1.5%	-1%	-4%	-3	-5	-16%
CCOC(=O)c1c(C)n(C)c2ccc(OC)c(NC(=O)CN3CCC4(CC3)OCCO4)c12	2	6	-6	1.8%	-2%	-3%	16	6	2%
CCCCC(CC)C(=O)Nc1ccc(S(=O)(=O)Nc2nccs2)cc1 (stereo not given)	2	0	0	0.0%	2%	5%	6	2	1%
c1nc(NCc2ccc3c(c2)OCO3)c2cc(-c3ccc4c(c3)OCCO4)ccc2n1	0	x	0	2.7%	5%	-2%	-5	x	1%
NC(=O)C1CCN(C(=O)c2ccc3c(c2)N(Cc2cccc(Cl)c2)C(=O)c2ccccc2S3(=O)=O)CC1	1	0	-1	-1.5%	5%	-2%	3	21	-1%
CN(C)S(=O)(=O)c1cc(NC(=O)COC(=O)c2nc(Cl)ccc2Cl)ccc1Cl	x	-1	x	x	-4%	-5%	x	x	0%
Cc1nc(SC2CC(=O)N(c3ccccc3)C2=O)n[nH]1 (stereo not given)	2	9	-2	-4.1%	1%	-6%	-8	-3	1%
O=C(/C=C/c1ccoc1)c1ccccc1O	1	-3	4	1.5%	-4%	-2%	0	-2	-2%
CCOC(=O)c1ccc(N2CCN(c3cc(Cl)ccc3C)CC2)c(NC(=O)Nc2ccc(OCC)cc2)c1	-1	-8	0	4.3%	-7%	-2%	-5	-8	-2%
O=C(O)CCCc1nc(-c2ccc(Cl)cc2)no1	4	-4	-5	-1.4%	0%	-7%	-5	-7	-1%
CCOC(=O)CC(=O)CSc1ccc2nnc(-c3ccc(F)cc3)n2n1	0	17	6	13%	-1%	-2%	1	13	3%
CCOC(=O)C1=C(O)/C(=C/c2ccc(OCC(=O)O)c(OC)c2)SC1=Nc1ccc(OC)cc1	3	-8	-1	-1.0%	0%	-4%	-4	7	0%
CC(C)Oc1ccc(CNC(=O)Cn2ccc3cc(S(=O)(=O)N4CCCC4)ccc32)cc1	2	20	-5	3.8%	3%	-3%	-17	1	-13%
COc1ccc(CN(CC(=O)NCc2ccco2)C(=O)CCC(=O)Nc2ccccn2)cc1	0	-2	-2	-0.4%	2%	-3%	1	-4	0%
CN1CCC(=NNc2ncnc3sc4c(c23)CCCC4)CC1	3	-9	-7	5.2%	2%	-6%	11	-3	2%
N#CC1=C(S)N=C(N)C(c2nc(-c3ccccc3)cs2)C12CCCCC2 (stereo not given)	3	x	3	0.5%	-8%	1%	-6	3	-6%
CCCCOC(=O)c1sc2nc(C)cc(C)c2c1N	2	-6	-1	17%	5%	u	-2	2	-7%
O=C(COC(=O)CNC(=O)c1sc2ccccc2c1Cl)NC1CCS(=O)(=O)C1 (stereo not given)	1	-6	-7	9.8%	-24%	-5%	21	12	0%

Random excerpt: 4 compounds from above
SMILES	D1 ag	RXFP1 antagonist	D1 potentiator	RXFP1 agonist	Vif-APOBEC3F blk	GRP78 ERSR act	D1 antagonist	D2 potentiator	Vif-A3G inh
O=C(COC(=O)CNC(=O)c1sc2ccccc2c1Cl)NC1CCS(=O)(=O)C1 (stereo not given)	1	-6	-7	9.8%	-24%	-5%	21	12	0%
CCOC(=O)c1ccc(N2CCN(c3cc(Cl)ccc3C)CC2)c(NC(=O)Nc2ccc(OCC)cc2)c1	-1	-8	0	4.3%	-7%	-2%	-5	-8	-2%
N#CC1=C(S)N=C(N)C(c2nc(-c3ccccc3)cs2)C12CCCCC2 (stereo not given)	3	x	3	0.5%	-8%	1%	-6	3	-6%
O=C(O)CCCc1nc(-c2ccc(Cl)cc2)no1	4	-4	-5	-1.4%	0%	-7%	-5	-7	-1%

Next section
SMILES	D1 ag	RXFP1 antagonist	D1 potentiator	RXFP1 agonist	Vif-APOBEC3F blk	GRP78 ERSR act	D1 antagonist	D2 potentiator	Vif-A3G inh
COc1cccc(NC(=O)CN(C)C(=O)c2ccc(NC3CC3)c([N+](=O)[O-])c2)c1	0	5	-5	1.3%	2%	-2%	10	-5	0%
COc1cc(CN2CCc3nc(N4CCN(c5ccccn5)CC4)ncc3C2)cc(OC)c1OC	8	-79*	0	5.3%	-13%	-5%	-31*	-3	-2%
CCc1cccc(NC(=O)CCn2nc(C)cc2C)c1	4	0	-4	2.4%	1%	-3%	-4	-7	5%
Cn1cc(Cl)c(-c2n[nH]c(=S)n2C2CCCCC2)n1	2	-8	1	1.5%	-4%	-1%	4	x	1%
CCN(CC)S(=O)(=O)c1cccc(NC2=NCCCCC2)c1	2	10	-4	1.1%	-10%	-6%	-36*	-3	2%
Cc1ccc(NCCC(=O)c2ccc(Cl)c(Cl)c2)cc1	2	-13	-10	3.3%	1%	-3%	-12	1	-7%
COc1cc(OC)c(OC)cc1/C=N/NC(=S)NCC1CCCO1 (stereo not given)	1	3	3	-0.1%	0%	-3%	7	-1	-2%
O=S(=O)(c1ccc(F)cc1)N1CCc2ccccc21	5	-9	-8	1.0%	u	-1%	10	3	-6%
CCOc1ccc(C2CC(c3ccc(CC)cc3)n3nc(N)nc3N2)cc1 (stereo not given)	6	-14	-3	0.5%	2%	-4%	2	5	1%
O=C(Nc1ccccc1)c1cc(Cl)nc2ccccc12	2	-2	-3	3.5%	-10%	-3%	-13	-8	-9%
O=C(N/N=C/C=C\c1ccccc1[N+](=O)[O-])c1ccncc1	4	-4	-8	1.3%	7%	-2%	15	-6	0%
Cc1ccc(NC(=O)N2CCN3CCCCC3C2)cc1F (stereo not given)	3	4	0	1.9%	0%	2%	6	2	0%
CCOc1ccc(C(=O)NCC(=O)OCC(=O)NC2CCCC2)cc1	3	u	-3	0.7%	1%	-5%	8	12	-3%
O=C(COc1ccc([N+](=O)[O-])cc1)NCc1ccccc1	1	11	-7	0.5%	-14%	-1%	-11	12	2%
COc1ccc(OC)c(NC(=O)c2cc3c(=O)oc4ccccc4c3s2)c1	4	x	0	4.0%	-2%	-2%	3	-1	-3%
COc1ccc2oc(C(=O)OCC(=O)NC3CCCC3)c(C)c2c1	3	14	-3	-3.4%	1%	8%	-37*	0	3%
Fc1ccccc1-n1c(-c2ccc3ccccc3n2)n[nH]c1=S	1	-19	-3	7.9%	-3%	2%	-19	2	0%
CCN(CC(=O)Nc1c(F)cccc1F)C(=O)CNC(=O)c1cccc(C)c1	2	-7	-9	0.9%	6%	4%	-9	6	2%
Cc1ccc(CSc2nnc(SCC(=O)N/N=C/c3c(C)nn(-c4ccccc4)c3C)s2)cc1	1	-7	-1	0.1%	2%	0%	-38*	7	0%
Cc1cc(-c2cc(C(=O)NC3CCCC3)on2)nc(NC2CCCC2)n1	0	x	3	-2.5%	-4%	-2%	28	-10	-7%
COC(=O)c1cc(-c2ccc(C)cc2)n[nH]1	1	-1	-7	-1.2%	-7%	3%	1	13	-2%
Cc1ccc(Cn2c(SCC(=O)NCC3CCCO3)nc3c2c(=O)n(C)c(=O)n3C)cc1 (stereo not given)	2	6	2	1.7%	-14%	-3%	3	3	1%
COCCCNc1nc(NCc2ccccc2OC)c2cnn(C)c2n1	1	-9	1	0.6%	x	x	-1	7	x
CCOC(=O)NN1C(=O)c2ccccc2NC1c1ccc(OC)cc1 (stereo not given)	-1	5	-2	4.5%	0%	3%	2	1	1%
CCN(CC)c1ccc(C=NN2CCCCCC2)cc1	x	9	x	x	4%	0%	x	x	0%
COc1ccccc1C1CCN(C(=O)c2ccc(C(C)(C)C)cc2)CC1	7	-90*	5	-0.8%	-23%	10%	-23	-16	-3%
OCCCNc1nc(-c2ccc(Cl)cc2)nnc1-c1ccccc1	5	-7	-4	3.8%	5%	2%	13	5	-4%
COc1ccccc1-c1ocnc1C(=O)Nc1ccc(N2CCOCC2)cc1N1CCOCC1	0	11	5	-3.1%	-9%	-3%	-5	6	0%
CCc1nn(CC(=O)NCCc2ccc(OC)c(OC)c2)c(=O)c2cc3occc3n12	-4	x	0	-0.7%	3%	-1%	8	0	1%
Cc1cc(NC(=O)CSc2nnnn2-c2ccc(C(C)C)cc2)no1	2	-1	-5	3.0%	0%	-6%	-5	8	5%
CSc1ccc(CN(C)C(=O)c2cc(=O)c3ccccc3o2)cc1	3	-16	-6	-2.6%	0%	0%	-21	0	1%
COC(=O)c1ccccc1NC(=O)CSc1nc2sc3c(c2c(=O)[nH]1)CCCC3	-1	-5	-2	u	-4%	0%	-11	-7	-5%
CC(C)Cc1ccc(C(=O)NCCOc2ccccc2)o1	2	1	-4	3.4%	-8%	-8%	17	x	-9%
CCC(C)[C@H](NC(=O)Nc1ccc(C)cc1C)C(=O)O (stereo not given in full)	0	3	2	-4.4%	-3%	-5%	2	-1	0%
N#Cc1c(Cl)nc2c(c1C#N)CCCC2	2	10	-10	8.1%	-4%	0%	-23	-10	1%
CCOc1cc(/C=N/Nc2nc(Nc3ccccc3)nc(N3CCCCC3)n2)ccc1OCC(=O)O	2	-2	-3	2.2%	5%	0%	-7	2	0%
CSc1ncc(-c2ccc(Cl)cc2)[nH]1	2	-2	-8	3.6%	-4%	-1%	-1	13	2%
Cc1nn(C)cc1C(C)Nc1nc2nonc2nc1N1CCCCC1 (stereo not given)	2	8	0	2.8%	13%	-7%	-4	-2	1%
O=C(O)c1ccccc1N(c1ccccc1)c1ccccc1	x	12	x	x	4%	-1%	x	x	0%
